Screening results deposited in PubChem by several laboratories.
PP5 inh = inhibitors of human protein phosphatase 5 (PP5). inhibition, % at 6.7 µM. actives 0.18% (n = 320,000). P53041. purified PP5c, OMFP substrate fluorescence. AID 1987;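 active means inhibition above the campaign's mean inhibition across all tested compounds plus 3 SD, cut at about 9.5% in these data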;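 further: 0% = DMSO only and 100% = 100 µM cantharidin control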
Target sequence (P53041 whole entry, looked up): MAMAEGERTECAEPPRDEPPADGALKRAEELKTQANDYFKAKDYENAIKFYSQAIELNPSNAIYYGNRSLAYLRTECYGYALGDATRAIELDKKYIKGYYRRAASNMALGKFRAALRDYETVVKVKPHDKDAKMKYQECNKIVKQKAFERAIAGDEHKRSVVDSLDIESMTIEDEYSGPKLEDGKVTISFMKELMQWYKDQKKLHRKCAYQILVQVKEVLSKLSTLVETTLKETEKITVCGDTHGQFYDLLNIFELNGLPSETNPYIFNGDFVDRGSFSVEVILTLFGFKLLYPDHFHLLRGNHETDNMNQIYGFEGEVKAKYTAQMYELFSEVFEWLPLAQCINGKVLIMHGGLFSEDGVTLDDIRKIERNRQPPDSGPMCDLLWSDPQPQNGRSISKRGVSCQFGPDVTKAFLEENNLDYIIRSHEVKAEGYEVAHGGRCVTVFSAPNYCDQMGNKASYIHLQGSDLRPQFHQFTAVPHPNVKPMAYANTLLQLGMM
PP1 counter = blocks human PP1-alpha phosphatase, a PP5 counter-screen | purified PP1alpha, OMFP fluorescence | inhibition, % at 6.7 µM | actives 0.9% (n = 320,000);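 active means inhibition above the mean inhibition of all tested compounds plus 3 SD, computed separately for each screening campaign, cut at about 15% in these data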
Target sequence (P62136 whole entry, looked up): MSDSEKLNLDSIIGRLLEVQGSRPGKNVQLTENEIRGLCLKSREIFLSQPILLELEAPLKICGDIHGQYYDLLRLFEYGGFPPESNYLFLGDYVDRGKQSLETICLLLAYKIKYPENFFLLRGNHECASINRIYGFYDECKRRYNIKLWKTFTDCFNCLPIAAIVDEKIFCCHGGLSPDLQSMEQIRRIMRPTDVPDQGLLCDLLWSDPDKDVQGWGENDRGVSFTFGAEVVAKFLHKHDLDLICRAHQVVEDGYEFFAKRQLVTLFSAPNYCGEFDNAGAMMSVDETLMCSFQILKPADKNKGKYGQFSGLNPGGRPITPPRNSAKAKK
core dimer inh = HCV core protein dimerization inhibition. TR-FRET GST/Flag-core106 dimerization, 1536-well. inhibition, % at 5 µM. actives 0.33% (n = 300,000);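 active means inhibition above the mean of all tested compounds plus 3 SD, set per screening campaign, cut at about 45% in these data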
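test system = GST/Flag-tagged HCV core106 proteins | probe or stimulus = Eu donor and XL665 acceptor anti-tag antibodies | times = compound-protein-antibody incubation 4 h at 22.5 °C | signal = TR-FRET, excitation 340 nm, emission 617 and 671 nm | measure = percent inhibition of core106 dimerization signal | controls = wells lacking GST-core106 and wells with excess unlabelled core106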
EBNA-1 inh = blocks EBNA-1 binding to DNA; EBNA-1 DNA binding, fluorescence polarization; inhibition, % at 14.8 µM; actives 0.34% (n = 300,000); in the data active means inhibition above about 28%
CTSL1 counter = counter-screen for PFM18AAP inhibitors: inhibitors of F. hepatica cathepsin L1 | recombinant F. hepatica cathepsin L1, Z-Leu-Arg-MCA fluorescence | inhibition, % at 5.96 µM | actives 0.49% (n = 300,000) | AID 1906;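 active means inhibition above the mean of all tested compounds plus 3 SD, set per screening campaign, cut at about 17% in these data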;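 further: 0% = plate median of test compound wells and 100% = 1 µM Z-Phe-Ala-diazomethylketone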
TPT1 inh = inhibitors of Candida albicans tRNA 2'-phosphotransferase TPT1 | recombinant caTPT1, FP RNA substrate dephosphorylation | actives 0.81% (n = 300,000) | inhibition, % at 5 µM;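 active means inhibition above the mean of all tested compounds plus 3 SD, set per screening campaign, cut at about 24% in these data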;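 further: plate controls were DMSO alone for no effect and ferristatin control at 100 nM for full effect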
ZTA DNA inh = counter-screen for EBNA-1 inhibitors: inhibitors of Epstein-Barr virus ZTA | P03206 | ZTA-DNA binding, fluorescence polarization | inhibition, % at 11 µM | actives 0.15% (n = 320,000); in the data active means inhibition above about 33%
Target sequence (P03206 whole entry, looked up): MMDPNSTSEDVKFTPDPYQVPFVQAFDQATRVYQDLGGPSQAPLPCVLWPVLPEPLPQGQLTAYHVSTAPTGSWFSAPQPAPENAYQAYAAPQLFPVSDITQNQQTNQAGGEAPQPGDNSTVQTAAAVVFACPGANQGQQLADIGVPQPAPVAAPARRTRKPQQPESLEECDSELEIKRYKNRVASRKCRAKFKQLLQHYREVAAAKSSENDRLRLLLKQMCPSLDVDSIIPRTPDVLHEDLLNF
CR mimetic SO = lowers age-related superoxide in aged yeast cells; S. cerevisiae aged cells, superoxide DHE fluorescence; active compounds read low; AID 2690; superoxide response (% of plate mean), % at 10 µM; actives 0.18% (n = 330,000);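 active means superoxide response under a set limit, about three screen SD below normal, cut at about 65% in these data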;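 further: yeast aged for seven days with compound at 30 °C before DHE staining; 100% = average MFI of all compound-treated wells on the plate with controls excluded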
GASC-1 inh = blocks human GASC-1 demethylase activity | AID 2099 | actives 0.069% (n = 330,000) | GST-JMJD2C(1-420) H3K9me3 demethylation, DELFIA europium | inhibition, % at 2.35 µM | Q9H3R0;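 active means more than half of a compound's replicate wells show inhibition beyond 50%, single wells judged on their own value; inconclusive means some, but no more than half, of replicates pass 50% inhibition; inactive means no replicate passes 50% inhibition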;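 further: signal counts dimethyl H3K9 product captured on neutravidin plate; 0% = median of DMSO wells and 100% = 0.3 times that DMSO median; strong numbers were not always called active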
* = called active by the depositor. Compounds as they come (roughly 3.1% active in at least one column).

For Cc1ccc(C)c(NC(=O)CSc2nnc([C@@H]3CCCN3C(=O)OC(C)(C)C)o2)c1 the results were PP5 inh 2.3, PP1 counter -4, core dimer inh -2, EBNA-1 inh 6, CTSL1 counter 2, TPT1 inh 2, ZTA DNA inh 8, CR mimetic SO 98 and GASC-1 inh -6.
Screening C/C(=N\NC(=O)c1cccc(S(=O)(=O)N2CCOCC2)c1)c1ccco1 returned PP5 inh -2.7, PP1 counter -4, core dimer inh -2, EBNA-1 inh -9, CTSL1 counter 0, TPT1 inh -4, ZTA DNA inh 0, CR mimetic SO 86 and GASC-1 inh -1.
Screening O=C(Nc1cccc(F)c1)C1CCN(C(=O)c2ccc(Br)cc2)CC1 returned PP5 inh -0.2, PP1 counter -6, core dimer inh 0, EBNA-1 inh 6, CTSL1 counter -6, TPT1 inh -4, ZTA DNA inh 5, CR mimetic SO 104 and GASC-1 inh 5.
CCOC(=O)/C(C#N)=C\c1cccnc1 was read as PP5 inh 0.7, PP1 counter 1, core dimer inh 3, EBNA-1 inh -1, CTSL1 counter -5, TPT1 inh -3, ZTA DNA inh 19, CR mimetic SO 114 and GASC-1 inh 19.
Screening CC(C)(C)NC(=O)C1CCN(S(=O)(=O)c2cccc3nsnc23)CC1 returned PP5 inh 1.2, PP1 counter 0, core dimer inh -5, EBNA-1 inh 11, CTSL1 counter -1, TPT1 inh -2, ZTA DNA inh -6, CR mimetic SO 100 and GASC-1 inh -11.
Screening COc1ccc(S(=O)(=O)N(C)CC(=O)N2CCOCC2)cc1Cl returned PP5 inh -0.1, PP1 counter -6, core dimer inh -1, EBNA-1 inh 2, CTSL1 counter -2, TPT1 inh 0, ZTA DNA inh 7, CR mimetic SO 102 and GASC-1 inh -2.
`CN(Cc1cnn(C)c1)Cc1nc(Cc2ccccc2Cl)no1` gave PP5 inh 0.7, PP1 counter -1, core dimer inh -1, EBNA-1 inh 0, CTSL1 counter 1, TPT1 inh -5, ZTA DNA inh -14, CR mimetic SO 85 and GASC-1 inh -3.
`O=C(Cn1c(=O)oc2ccccc21)NCCc1ccccc1Cl` gave PP5 inh -1.8, PP1 counter -2, core dimer inh -1, EBNA-1 inh -15, CTSL1 counter 4, TPT1 inh -2, ZTA DNA inh -4, CR mimetic SO 116 and GASC-1 inh -4.
For Cc1ccccc1OCc1nc2ccccc2n1C the results were PP5 inh -0.5, PP1 counter -1, core dimer inh 4, EBNA-1 inh 3, CTSL1 counter -1, TPT1 inh -4, ZTA DNA inh -8, CR mimetic SO 85 and GASC-1 inh -2.
Screening COc1ccc(C2(C)NC(=O)N(CC(=O)N3CCc4ccccc43)C2=O)cc1OC (configuration not stated) returned PP5 inh -1.4, PP1 counter 0, ZTA DNA inh 7 and CR mimetic SO 96.
For O=C(NCCCc1ccncc1)C1CCC(=O)N(Cc2ccc(Cl)cc2)C1 (configuration not stated) the results were PP5 inh 3.1, PP1 counter -4, core dimer inh -1, EBNA-1 inh 0, CTSL1 counter 2, TPT1 inh -1, ZTA DNA inh 0, CR mimetic SO 119 and GASC-1 inh 4.
For CCOC(=O)C1CCN(S(=O)(=O)c2ccc(-n3cnnn3)c(C)c2)CC1 the results were PP5 inh 3.0, PP1 counter -2, core dimer inh 8, EBNA-1 inh -7, CTSL1 counter -1, TPT1 inh 2, ZTA DNA inh -9, CR mimetic SO 117 and GASC-1 inh inconclusive.
Screening CC(C)N(C(=O)C1CC(=O)OC12CCCCC2)C(C)C (configuration not stated) returned PP5 inh -0.7, PP1 counter -6, core dimer inh -1, EBNA-1 inh 4, CTSL1 counter -5, TPT1 inh -2, ZTA DNA inh 10, CR mimetic SO 111 and GASC-1 inh 51.
`CCC(Sc1nnnn1-c1ccccc1)C(=O)NC(C)c1ccccc1` (configuration not stated) gave PP5 inh 0.5, PP1 counter 0, core dimer inh 0, EBNA-1 inh 3, CTSL1 counter 1, TPT1 inh 0, ZTA DNA inh -3, CR mimetic SO 122 and GASC-1 inh 8.
For COc1ccc(C23CC4CC(CC(C4)C2)C3)cc1C(=O)NCCN(C)C the results were PP5 inh 4.0, PP1 counter 4, core dimer inh -8, EBNA-1 inh 3, CTSL1 counter -2, TPT1 inh -2, ZTA DNA inh -14, CR mimetic SO 108 and GASC-1 inh 3.
O=C(O)c1cc(=O)c2cc(Cl)ccc2o1 was read as PP5 inh 1.2, PP1 counter -2, core dimer inh -2, EBNA-1 inh 0, CTSL1 counter 1, TPT1 inh -2, ZTA DNA inh 4, CR mimetic SO 105 and GASC-1 inh 0.
Screening Cc1ccc(/C=C2\SC(=S)N(CCCC(=O)NC3CCCC3)C2=O)cc1 returned PP5 inh 3.1, PP1 counter 0, core dimer inh -15, EBNA-1 inh -8, CTSL1 counter -3, TPT1 inh 7, ZTA DNA inh 14, CR mimetic SO 100 and GASC-1 inh -4.
`Cc1ccc(S(=O)(=O)N2CCOCC2)cc1NC(=O)COc1cccc(Oc2ccccc2)c1` gave PP5 inh 2.0, PP1 counter -2, core dimer inh 1, EBNA-1 inh 1, CTSL1 counter 4, TPT1 inh -2, ZTA DNA inh 13, CR mimetic SO 108 and GASC-1 inh -2.
`COC(=O)c1c(N2C(=O)[C@H]3[C@@H](C2=O)[C@]2(C(=O)Nc4c(C)cccc42)N2CCC[C@@H]32)sc(C)c1C` gave PP5 inh 1.6, PP1 counter -1, core dimer inh 37, EBNA-1 inh 0, CTSL1 counter 3, TPT1 inh 15, ZTA DNA inh -4, CR mimetic SO 100 and GASC-1 inh -9.
COCCN1C(=O)N[C@@H](c2ccc(Br)cc2)C(C(=O)OC)=C1C was read as PP5 inh 2.3, PP1 counter 2, core dimer inh 1, EBNA-1 inh -8, CTSL1 counter 3, TPT1 inh -2, ZTA DNA inh -3, CR mimetic SO 101 and GASC-1 inh -40.
For COc1cc2c(cc1NC(=O)COC(=O)[C@@H](NC(=O)c1ccccc1F)C(C)C)oc1ccccc12 the results were PP5 inh 5.5, PP1 counter 3, core dimer inh -1, EBNA-1 inh -13, CTSL1 counter -22, TPT1 inh 1, ZTA DNA inh 9, CR mimetic SO 89 and GASC-1 inh -5.
For CCc1[nH]nc(C(=O)N2CCCC(C(=O)c3cccc(OC(C)C)c3)C2)c1C (configuration not stated) the results were PP5 inh -2.2, PP1 counter -2, core dimer inh 1, EBNA-1 inh -1, CTSL1 counter 10, TPT1 inh -3, ZTA DNA inh -25, CR mimetic SO 108 and GASC-1 inh 4.
Screening CC(=O)c1cc(NC(=O)c2ccc([N+](=O)[O-])cc2)c(=O)oc1C returned PP5 inh 1.2, PP1 counter -2, core dimer inh 6, EBNA-1 inh 6, CTSL1 counter 1, TPT1 inh -4, ZTA DNA inh -5, CR mimetic SO 102 and GASC-1 inh 9.
CN1C(=O)CC(Sc2ccccc2C(=O)O)C1=O (configuration not stated) was read as PP5 inh 3.0, PP1 counter -1, core dimer inh -3, EBNA-1 inh 2, CTSL1 counter -7, TPT1 inh -3, ZTA DNA inh -17, CR mimetic SO 117 and GASC-1 inh 4.
For N#Cc1c(N)nc(SCc2ccccc2)c(C#N)c1-c1ccco1 the results were PP5 inh 5.5, PP1 counter 4, core dimer inh 22, EBNA-1 inh 1, CTSL1 counter 3, TPT1 inh 5, ZTA DNA inh 5, CR mimetic SO 113 and GASC-1 inh -12.
O=C1CC(/C=C/c2ccccc2)=Nc2ccccc2N1 was read as PP5 inh 2.0, PP1 counter 0, core dimer inh 7, EBNA-1 inh -9, CTSL1 counter 1, TPT1 inh 2, ZTA DNA inh -6, CR mimetic SO 99 and GASC-1 inh 29.
`CS(=O)(=O)c1cc([N+](=O)[O-])c(Sc2nc3ccccc3[nH]2)c([N+](=O)[O-])c1` gave PP5 inh 2.7, PP1 counter 0, core dimer inh 2, EBNA-1 inh -2, CTSL1 counter 10, TPT1 inh -2, ZTA DNA inh -8, CR mimetic SO 131 and GASC-1 inh 5.
`CCc1ccc(OCC(=O)N2CCc3ccccc32)cc1` gave PP5 inh 1.2, PP1 counter 5, core dimer inh 5, EBNA-1 inh 8, CTSL1 counter 2, TPT1 inh 0, ZTA DNA inh 1, CR mimetic SO 86 and GASC-1 inh -21.
Screening Cc1cccc(-c2nc3c(c(SCC(N)=O)n2)CCCC3)c1 returned PP5 inh 2.0, PP1 counter 1, core dimer inh -1, EBNA-1 inh -11, CTSL1 counter 0, TPT1 inh -3, ZTA DNA inh -1, CR mimetic SO 94 and GASC-1 inh 3.
`O=C(CCn1nnc2ccccc21)Nc1nnc(-c2ccccc2F)s1` gave PP5 inh 3.0, PP1 counter 17*, core dimer inh -4, EBNA-1 inh 19, CTSL1 counter -2, TPT1 inh 3, ZTA DNA inh 21, CR mimetic SO 101 and GASC-1 inh 13.
`CC1CN(C(=O)N[C@@H](Cc2ccccc2)C(=O)O)CC(C)O1` (some centres not stated) gave PP5 inh 1.1, PP1 counter -4, core dimer inh -5, EBNA-1 inh 0, CTSL1 counter -5, TPT1 inh -7, ZTA DNA inh -7, CR mimetic SO 109 and GASC-1 inh 10.
`CC1CCN(C(=O)CCCOc2cc(=O)n(C)c3ccccc23)CC1` gave PP5 inh 4.2, PP1 counter -2, core dimer inh -11, EBNA-1 inh 1, CTSL1 counter 3, TPT1 inh 0, ZTA DNA inh 4, CR mimetic SO 101 and GASC-1 inh 4.
`CCOC(=O)c1ccc(NC(=O)c2n[nH]c(=O)c3ccccc23)cc1` gave PP5 inh 3.1, PP1 counter -3, core dimer inh 0, EBNA-1 inh 7, CTSL1 counter 1, TPT1 inh 1, ZTA DNA inh 2, CR mimetic SO 96 and GASC-1 inh 4.
COc1cc(OC)cc(-c2nc(-c3ccc(Br)cc3)no2)c1 was read as PP5 inh 0.6, PP1 counter -3, core dimer inh -2, EBNA-1 inh -3, CTSL1 counter -2, TPT1 inh 1, ZTA DNA inh 6, CR mimetic SO 110 and GASC-1 inh -9.
Screening CC(=O)N(C)c1ccc(NC(=O)Nc2cccc3ccccc23)cc1 returned PP5 inh 0.9, PP1 counter -4, core dimer inh -2, EBNA-1 inh 4, CTSL1 counter 1, TPT1 inh 3, ZTA DNA inh -8, CR mimetic SO 96 and GASC-1 inh 0.
Screening O=C(c1cnn(-c2ccccc2)c1)c1ccccc1O returned PP5 inh 2.1, PP1 counter -3, core dimer inh -8, EBNA-1 inh 11, CTSL1 counter 5, TPT1 inh -3, ZTA DNA inh -17, CR mimetic SO 135 and GASC-1 inh -31.
Screening O=C(O)c1csc(-n2nc(-c3ccccc3)cc2C(F)(F)F)n1 returned PP5 inh 1.3, PP1 counter 1, core dimer inh 6, EBNA-1 inh 9, CTSL1 counter 3, TPT1 inh 2, ZTA DNA inh 22, CR mimetic SO 102 and GASC-1 inh 4.
CC1(C)CC(=O)C=C(c2ccc3[nH]ccc3c2)C1 was read as PP5 inh -0.4, PP1 counter -2, core dimer inh 11, EBNA-1 inh 12, CTSL1 counter 1, TPT1 inh -1, ZTA DNA inh 15, CR mimetic SO 101 and GASC-1 inh -3.
`CS(=O)(=O)N1N=C(c2cccs2)CC1c1ccccc1O` (configuration not stated) gave PP5 inh 2.3, PP1 counter -2, core dimer inh -2, EBNA-1 inh -2, CTSL1 counter -1, TPT1 inh 7, ZTA DNA inh -3, CR mimetic SO 91 and GASC-1 inh 0.
`COc1cc(NS(=O)(=O)c2ccc(N/C=C(\C#N)c3nc4cc(Cl)ccc4o3)cc2)nc(OC)n1` gave PP5 inh 0.1, PP1 counter 6, core dimer inh 30, EBNA-1 inh 17, CTSL1 counter 8, TPT1 inh 4, ZTA DNA inh 12, CR mimetic SO 90 and GASC-1 inh 16.
